High-throughput results deposited in PubChem BioAssay by Sanford-Burnham Center for Chemical Genomics.
NALP3 yeast inh = blocks the NALP3 inflammasome reconstituted in yeast; inhibition, % at 10 µM; AID 2825; Yeast reconstituted NLRP3/ASC/caspase-1, beta-gal luminescence, 24 h; 330,000 compounds, 0.39% hits;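 active = inhibition of 50% or more; inactive = inhibition below 50%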;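 also: plate controls were induced DMSO wells for no effect and uninduced yeast grown without galactose for full effect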
TIM10 inh = TIM10 yeast growth inhibition. S. cerevisiae TIM10 strain growth, BacTiter-Glo luminescence, 24 h. inhibition, % at 10 µM. 330,000 compounds, 1.4% hits. AID 463195;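 active = inhibition of 40% or more at the single tested concentration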;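 also: wild-type TIM10 isogenic control strain grown at permissive 25 °C; 0% = DMSO yeast wells and 100% = minimal medium wells without yeast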
APJ agonist = agonists of human APJ apelin receptor; CHO-K1 APJ PathHunter beta-arrestin, luminescence; 0% DMSO wells, 100% apelin; activation, % at 20 µM; 330,000 compounds, 0.11% hits; AID 2520;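 active = activation more than six SD over the plate average, tested at 20 µM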;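 also: 0% = DMSO alone and 100% = apelin-13 at 10 nM; some results filed as inactive read as strong as hits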
Target sequence (P35414 whole entry, looked up): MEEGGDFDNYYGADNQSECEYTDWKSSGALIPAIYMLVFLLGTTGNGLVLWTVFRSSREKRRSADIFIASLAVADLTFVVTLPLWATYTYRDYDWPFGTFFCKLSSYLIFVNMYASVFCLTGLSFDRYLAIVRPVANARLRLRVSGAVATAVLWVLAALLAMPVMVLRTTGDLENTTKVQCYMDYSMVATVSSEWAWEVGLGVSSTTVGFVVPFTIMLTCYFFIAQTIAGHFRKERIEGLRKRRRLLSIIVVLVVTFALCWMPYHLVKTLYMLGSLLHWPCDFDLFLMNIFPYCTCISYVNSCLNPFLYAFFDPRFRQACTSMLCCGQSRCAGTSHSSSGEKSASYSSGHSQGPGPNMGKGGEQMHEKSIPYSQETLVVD
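Assay system: CHO-K1 APJ beta-arrestin complementation cell line / Compound: single test compound dose, 20 µM final, 1% DMSO / Times: overnight seeding, 90 min compound at 25 °C, 1 h detection / Technique: beta-gal luminescence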
tim23-1 inh = growth inhibitors of tim23-1 mutant yeast; inhibition, % at 20 µM; AID 463212; S. cerevisiae tim23-1 growth, BacTiter-Glo luminescence, 24 h; 330,000 compounds, 1.3% hits;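 active = growth inhibition of the mutant yeast at or above 50%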;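 also: temperature-sensitive mutant grown at 25 °C; plate controls were DMSO-treated mutant yeast for no effect and medium wells lacking yeast for full effect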
XBP1 UPR activ = adaptive UPR (XBP1) activation. CHO-XBP1 luciferase reporter, IRE1-XBP1 UPR activation, luminescence; percent of tunicamycin response, DMSO as zero. activation, % at 20 µM. 330,000 compounds, 0.33% hits;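 active = versus positive control, 20 µM dose yields 30% or more activation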;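 also: 100% = tunicamycin at 10 µg/mL and 0% = DMSO only wells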
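Material: CHO-XBP1 cells stably carrying IRE1-XBP1-driven luciferase reporter / Amount: 1000 cells per well / Compound: 20 µM, 1% DMSO / Times: 6 h treatment, 37 °C / Detection: luciferase luminescence / Measure: % activation of reporter signal versus tunicamycin and DMSO controls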
UPR CHOP act = activators of apoptotic arm of unfolded protein response (CHOP). CHO-CHOP luciferase reporter, UPR activation, luminescence; percent of tunicamycin response over DMSO baseline. activation, % at 10 µM. 330,000 compounds, 0.34% hits;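 active = at 10 µM dose, activation of 40% or more, normalized to positive control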;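 also: 100% = tunicamycin at 10 µg/mL and 0% = DMSO alone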
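System: CHO-CHOP luciferase reporter cell line; amount: 500 cells/well; buffer or medium: F12 medium containing 10% fetal bovine serum; incubation: 6 h compound exposure at 37 °C after overnight seeding; measured by: luciferase luminescence after 10 min with Steady-Glo reagent; evaluation: % reporter activation, DMSO baseline versus tunicamycin full activation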
Mdm2 MdmX PPI = inhibitors of human Mdm2/MdmX interaction. SaOS-2 split-luciferase Mdm2/MdmX complementation, luminescence. inhibition, % at 8 µM. 330,000 compounds, 3% hits. AID 485346;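 active = inhibition of at least 50% at 8 µM in the primary screen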
NR3A LBD binder = modulates the human NR3A ligand-binding domain | NR3A LBD differential scanning fluorimetry, Tm shift; 0% = protein alone, 100% = glycine-bound protein | 340,000 compounds, 2.5% hits | AID 1259313 | Tm shift relative to glycine control, % at 25 µM;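 active = melting temperature shift of at least 10% of the positive control shift, at one fixed dose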
tim10-1 inh = inhibits growth of tim10-1 mutant yeast; S. cerevisiae tim10-1 ts strain growth, BacTiter-Glo, 24 h; inhibition, % at 20 µM; 330,000 compounds, 2.2% hits; AID 463190;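 active = inhibition of at least 40%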;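 also: mutant grown at 25 °C; 0% = DMSO wells with yeast and 100% = wells holding no yeast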
Starred values were filed as active, the others as inactive; . = not tested or not shown.

Molecule,TIM10 inh,Mdm2 MdmX PPI,tim23-1 inh,UPR CHOP act,APJ agonist,XBP1 UPR activ,NR3A LBD binder,NALP3 yeast inh,tim10-1 inh
CCOC(=O)C1CCCCN1Cc1ccc(OC)c(OC)c1OC (stereo not given),9,-3,-16,0.1,-3,1,-3,4,6
Cc1ccc(N(C(=O)c2snc(C(N)=O)c2N)C(C(=O)NCC2CCCO2)c2ccc3ncccc3c2)cc1 (stereo not given),2,3,11,0.6,0,-4,-1,12,-9
CCOc1cc(S(=O)(=O)NCc2ccc(OC)cc2)c(OCC)cc1-n1cnnn1,-8,51*,16,-0.8,-6,-2,3,-3,27
O=C(Cn1c(=O)n(Cc2ccco2)c(=O)c2ccccc21)Nc1cccc(Cl)c1,14,41,0,2.1,-5,-1,1,6,12
Cc1cccc(CN2CCN(C(=O)CCl)CC2)c1,22,64*,27,4.8,3,-3,-4,29,24
COC(=O)CCN(C(C)=O)c1ccc(N)cc1,-11,8,-3,-0.7,1,-2,-3,8,6
CCOc1cccc(C(=O)Nc2cc(C)ccc2NC(=O)c2ccco2)c1,3,10,35,-0.3,-5,-4,5,-2,26
CN1CCC(N(C)S(=O)(=O)c2ccc(NC(=O)c3ccc(S(=O)(=O)N(C)C)cc3)cc2)CC1,-15,-9,-17,-0.3,-5,0,1,6,-11
COC(=O)c1ccc(COC(=O)CNC(=O)c2cccs2)cc1,-6,5,-11,-2.4,-4,-1,1,12,-19
O=C(Nc1ccc(OC(F)F)cc1)c1ncc(Cl)c(Cl)c1Cl,17,4,10,0.2,-5,-3,3,0,13

(cont.)
Molecule,TIM10 inh,Mdm2 MdmX PPI,tim23-1 inh,UPR CHOP act,APJ agonist,XBP1 UPR activ,NR3A LBD binder,NALP3 yeast inh,tim10-1 inh
Cc1cc(N2CCCC2)nc(N2C3CCC2CC(O)(c2ccc(F)cc2)C3)n1 (stereo not given),12,31,3,-0.3,-5,-2,.,19,0
CC(=O)c1ccc(NS(=O)(=O)c2cc(-c3cnc(C4CC4)o3)ccc2C)cc1,5,44,0,-0.5,-2,-4,-6,15,-6
O=C(C1CCCN(S(=O)(=O)c2cc(Cl)ccc2Cl)C1)N1CCCCCC1 (stereo not given),19,3,46,0.2,0,-6,1,23,32
O=C(OCC(=O)N(CCc1ccccc1)Cc1ccccc1)c1ccccc1[N+](=O)[O-],7,2,21,1.8,-2,0,-1,10,11
O=C(c1ccccc1)c1ncc(C(F)(F)F)cc1Cl,-5,-4,17,-0.2,-3,-4,0,-18,13
COC(=O)CN1C(=O)N/C(=C/c2ccccc2OC)C1=O,-1,-12,27,-1.0,-1,-2,0,-5,-1
c1ccc(CCC2CCCCN2Cc2nc(C3CC3)no2)cc1 (stereo not given),1,6,14,1.3,0,-1,0,15,24
Cc1sc2ncnc(NC3CCN(Cc4ccccc4)CC3)c2c1C,-6,18,11,-0.4,-2,0,-1,10,7
COc1cc(NC(=O)COc2ccc(C)c(C)c2)ccc1NC(=O)c1ccco1,-6,14,15,0.4,0,0,7,30,16
Cc1ccc(S(=O)(=O)N2[C@@H](c3ccc(C(C)(C)C)cc3)C(C(=O)O)=CC[C@H]2c2ccc(Cl)c(Cl)c2)cc1,33,23,63*,14,-1,12,-6,15,-20

Next section.
Molecule,TIM10 inh,Mdm2 MdmX PPI,tim23-1 inh,UPR CHOP act,APJ agonist,XBP1 UPR activ,NR3A LBD binder,NALP3 yeast inh,tim10-1 inh
COc1ccccc1NS(=O)(=O)c1cc(NC(=O)CCC2CCCC2)ccc1N1CCOCC1,1,21,11,1.2,-2,0,6,-10,14
C=C(C)CN(Cc1ccccc1)C(=S)Nc1ccccc1,10,11,39,2.2,1,-2,2,-10,11
Cc1[nH]n(C(N)=S)c(=O)c1N=Nc1ccc(S(=O)(=O)N2CCCCCC2)cc1,23,8,25,1.3,-6,0,4,29,28
O=c1nc(-c2ccccc2)n(-c2ccccc2)[nH]1,-12,9,-3,0.0,-3,-2,3,11,7
COc1ccc2nc3cc(Cl)ccc3c(C#N)c2c1,13,1,4,-1.0,5,13,0,2,14
CNC(=O)c1c(NC(=O)c2ccc(S(=O)(=O)N3CCCCC3)cc2)sc2c1CCN(C(C)C)C2,3,14,-16,0.0,-4,-4,3,20,-17
N#Cc1ccc(NC(=O)CN2C(=O)NC(Cc3ccccc3)C2=O)cc1 (stereo not given),-6,19,2,-1.1,1,0,-4,3,3
COc1ccccc1NC(=O)NNC(=O)COc1ccc2ccccc2c1,3,17,16,2.3,-1,-3,2,3,4
NC(=O)c1ccc2nc(-c3ccccc3)c(-c3ccccc3)nc2c1,26,-6,32,-1.0,3,5,0,-19,26
O=C(CN(C(=O)CSc1nnc(COc2ccccc2)o1)c1ccc(F)cc1)NC1CCCC1,14,21,-6,3.1,-4,-2,1,10,8

(further entries)
Molecule,TIM10 inh,Mdm2 MdmX PPI,tim23-1 inh,UPR CHOP act,APJ agonist,XBP1 UPR activ,NR3A LBD binder,NALP3 yeast inh,tim10-1 inh
CN(C)/C=C/C(=O)c1ccc([N+](=O)[O-])c(CS(=O)(=O)c2ccc(Cl)cc2)c1,16,21,21,-0.6,-3,3,0,5,18
COc1ccccc1Nc1nc(N)nc(CSc2nccn2C)n1,3,-11,-2,0.1,-3,0,0,-6,8
COc1cc(SC)ccc1C(=O)OCC(=O)NCC(C)C,-7,-9,18,-2.2,-2,-6,0,20,-1
Cc1cc(C)c(C)c(OCCNCc2ccccc2)c1,8,10,19,1.1,0,-3,0,26,20
O=C(CCn1c(=O)[nH]c2ccccc2c1=O)Nc1ccccc1,-13,-1,7,0.9,3,-2,-1,-8,13
O=C(Nc1ccccc1OC(F)F)c1ccccc1,-3,2,-5,-0.6,-4,-1,0,-16,7
O=c1[nH]c(SCc2ccccc2Cl)nc2c1CCC2,22,-19,30,-1.1,-5,3,1,22,24
O=C(O)[C@@H]1CCCN1C(=O)CCc1c[nH]c2ccccc12,2,-3,6,0.8,-3,-4,0,21,1
CCc1cccc(N=c2c([N+](=O)[O-])nn(-c3ccc(Cl)cc3)n2O)c1,46*,8,34,-0.2,6,4,-3,34,34
O=C(CCCOc1ccccc1)Nc1cc(S(=O)(=O)N2CCOCC2)ccc1N1CCOCC1,18,15,6,-1.5,-1,-1,-3,32,12

Next section
Molecule,TIM10 inh,Mdm2 MdmX PPI,tim23-1 inh,UPR CHOP act,APJ agonist,XBP1 UPR activ,NR3A LBD binder,NALP3 yeast inh,tim10-1 inh
Cc1ccc(S(=O)(=O)N2CCOCC2)cc1NC(=O)COc1ccc(-c2nnco2)cc1,15,-21,14,-1.5,1,0,-1,-7,16
Nc1ccc(-c2nc3ccc(-c4nc5ccccc5o4)cc3[nH]2)cc1,55*,-45,32,7.0,9,8,18*,47,31
COc1ccc(C2NC(=O)NC(C)=C2C(=O)OC2CCCCC2)cc1OC (stereo not given),4,9,1,0.2,0,-5,1,11,11
Cc1ccc2[nH]c(=O)c3cc(C(=O)N(C)c4ccc(C)c(C)c4)sc3c2c1,24,65*,-4,-1.7,-4,20,2,3,28
CN1CC(=O)N(CC(=O)NCc2ccc3c(c2)OCO3)C1=O,11,7,0,1.4,-1,-3,-1,8,6
Clc1cc2cccnc2c2ccccc12,4,4,2,0.8,1,-3,6,6,-6
Cc1ccc(Cn2cc(C(=O)c3ccc(F)cc3)c(=O)c3cc4c(cc32)OCCO4)cc1,6,13,18,-4.0,-3,-3,1,18,22
CCN1C(=O)C(O)(CC(=O)c2c(C)coc2C)c2ccccc21 (stereo not given),-4,10,-1,0.4,-3,7,1,17,7
OCCn1c(SC2CCCCC2)nc2ccccc21,5,7,13,-3.1,-3,-1,2,27,30
CCOC(=O)C1=C(CS(=O)(=O)c2ccccc2)NC(=O)NC1c1cccc(OC)c1 (stereo not given),0,-12,7,-1.7,-1,-1,1,5,11

(listing goes on)
Molecule,TIM10 inh,Mdm2 MdmX PPI,tim23-1 inh,UPR CHOP act,APJ agonist,XBP1 UPR activ,NR3A LBD binder,NALP3 yeast inh,tim10-1 inh
CC1C(=O)C(C)(C)C(=O)OC1c1ccccc1 (stereo not given),13,2,11,0.7,1,-4,3,4,1
CCN(CC)c1ccc(NC(=O)c2cc(Cl)ccc2OC)cc1,26,35,50*,1.2,0,4,-8,22,43*
C[C@@]12CC(=O)NC1N(C(=O)c1ccccc1)C(c1ccccc1OC(=O)c1ccccc1)C2 (stereo not given in full),24,-5,12,-0.5,0,-1,3,0,16
O=C(c1ccccc1)C1CCc2occc2C1=O (stereo not given),0,3,4,2.1,2,0,1,8,-12
COc1cccc(CN2CC(C(=O)N3CCCO3)CCC2=O)c1 (stereo not given),2,12,-10,1.0,-1,-2,-3,12,0
CCCCNCCOCCOc1ccc(F)cc1,-9,-11,-8,-2.7,-3,-5,-1,21,-4
C=CCn1c(SCC(=O)NC2CCS(=O)(=O)C2)nc2scc(C3CC3)c2c1=O (stereo not given),12,-11,0,3.3,-27,0,0,4,2
O=C(O)c1ccc(/C=N/Nc2ncc(C(F)(F)F)cc2Cl)cc1,9,19,4,0.0,-5,-1,1,8,-14
CC(=O)c1cccc(CN2CCC(C(=O)Nc3ccc(Oc4cccnc4)cc3)CC2)c1,8,28,15,0.3,-2,-4,-1,9,9
CNCCCCOc1ccc(C(C)(C)C)cc1Cl,-11,-3,-8,-1.1,-1,-3,-1,37,-10

No new results follow: 2 of the compounds above.
Molecule,TIM10 inh,Mdm2 MdmX PPI,tim23-1 inh,UPR CHOP act,APJ agonist,XBP1 UPR activ,NR3A LBD binder,NALP3 yeast inh,tim10-1 inh
CC(=O)c1cccc(CN2CCC(C(=O)Nc3ccc(Oc4cccnc4)cc3)CC2)c1,8,28,15,0.3,-2,-4,-1,9,9
CNCCCCOc1ccc(C(C)(C)C)cc1Cl,-11,-3,-8,-1.1,-1,-3,-1,37,-10
